# Screening data deposited in PubChem BioAssay by several laboratories.
# V-ATPase pHluor: regulators of yeast V-ATPase proton pumping, primary screen, pHLuorin cytosolic pH fluorescence; response, % at 10 µM; S. cerevisiae; AID 504577, 2011; 350,000 compounds, 0.37% hits; in the data active = response mostly above about 7.3%, no sharp cut-off; inactive = mostly below about 5.4%; also: actives read high; inactives centre near 0; some compounds called inactive have numbers as strong as hits; reference of the scale not given here
# HTR5A ag: HTR5A agonists in luminescence cell assay, primary screen, counter-screen for OPRM1-OPRD1 heterodimer agonist project, full-deck HTS; 5-hydroxytryptamine receptor 5A (Homo sapiens), P47898; cell-based; activation, % at 9.3 µM; 340,000 compounds, 0.61% hits; AID 504692, 2011; in the data active = activation mostly above about 9.5%, no sharp cut-off; inactive = mostly below about 7.6%;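 also: 0% = cells with vehicle only and 100% = reference agonist; strong numbers were not always called active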
# Target sequence (P47898 whole entry, looked up): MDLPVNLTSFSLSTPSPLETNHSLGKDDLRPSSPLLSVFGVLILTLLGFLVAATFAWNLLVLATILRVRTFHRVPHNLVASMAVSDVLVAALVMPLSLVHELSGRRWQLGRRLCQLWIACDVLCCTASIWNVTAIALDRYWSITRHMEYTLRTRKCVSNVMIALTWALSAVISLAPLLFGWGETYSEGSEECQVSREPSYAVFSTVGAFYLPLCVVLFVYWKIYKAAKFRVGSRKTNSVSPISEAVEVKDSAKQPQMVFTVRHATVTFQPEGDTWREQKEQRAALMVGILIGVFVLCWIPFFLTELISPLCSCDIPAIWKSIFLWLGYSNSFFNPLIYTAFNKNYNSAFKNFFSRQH
# PvdQ inh: P. aeruginosa PvdQ acylase inhibitors, primary screen, biochemical, fluorescence, plate reader and imaging, single point. inhibition, % at 10 µM. 340,000 compounds, 0.063% hits. purified PvdQ acylase. PvdQ acylase [Pseudomonas aeruginosa LESB58]; in the data active = inhibition above about 30%, passing the limit was not always enough;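 also: 0% = vehicle neutral wells and 100% = reference inhibitor wells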
# MITF TRPM1 HTS: activators of MITF-driven TRPM1 promoter reporter, primary screen, cell-based, SK-MEL-5, luciferase, single point; SK-MEL-5 TRPM1-promoter luciferase, 24 h; % of positive control, neutral wells = 0; activation, % at 12.5 µM; 300,000 compounds, 0.75% hits; AID 588334, 2011;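 active = mean activation of at least 80% with every replicate also reaching 80%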;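 also: 0% = neutral control wells and 100% = parthenolide positive control wells; values of inactives mirror those of a sister screen read the other way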
# CDK5 inh: inhibitors of human CDK5/p35 kinase, primary screen, biochemical, single concentration | inhibition, % at 10 µM | Cyclin-dependent kinase 5 (Homo sapiens) + Cyclin-dependent kinase 5 activator 1 (Homo … | Recombinant CDK5/p35, ADP-Glo luminescence, 60 min | 330,000 compounds, 0.01% hits;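 active = highest replicate inhibition of at least 50% and at least 75% of replicates reaching 50%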;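 also: plate controls were DMSO neutral control for no effect and GW8510 at 10 µM for full effect; many of its hits are not listed in these tables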
# Target sequence (Q00535 whole entry, looked up): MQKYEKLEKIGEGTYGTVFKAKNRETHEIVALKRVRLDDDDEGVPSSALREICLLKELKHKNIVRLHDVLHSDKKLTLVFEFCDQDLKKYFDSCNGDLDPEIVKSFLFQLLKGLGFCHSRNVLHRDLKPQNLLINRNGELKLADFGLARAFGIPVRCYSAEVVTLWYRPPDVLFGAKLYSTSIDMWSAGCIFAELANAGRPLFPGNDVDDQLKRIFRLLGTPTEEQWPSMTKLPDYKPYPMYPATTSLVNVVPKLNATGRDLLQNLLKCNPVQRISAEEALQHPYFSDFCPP
# Target sequence (Q15078 whole entry, looked up): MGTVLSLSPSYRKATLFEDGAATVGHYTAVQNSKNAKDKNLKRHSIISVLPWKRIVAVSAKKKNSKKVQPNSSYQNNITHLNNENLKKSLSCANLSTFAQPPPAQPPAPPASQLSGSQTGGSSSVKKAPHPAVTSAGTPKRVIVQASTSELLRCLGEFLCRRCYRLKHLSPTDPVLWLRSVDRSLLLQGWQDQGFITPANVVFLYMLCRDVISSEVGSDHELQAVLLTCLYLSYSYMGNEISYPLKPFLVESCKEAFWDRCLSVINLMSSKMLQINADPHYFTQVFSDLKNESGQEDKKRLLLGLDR
# SR-BI DiI inh: inhibitors of SR-BI mediated HDL lipid uptake, primary screen, ldlA[mSR-BI] cells, fluorescence, single point | Scavenger receptor class B member 1 (Mus musculus), Q61009 | ldlA[mSR-BI] CHO cells, DiI-HDL uptake fluorescence, 3 h | inhibition, % at 12.5 µM | 320,000 compounds, 0.96% hits;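 active = mean replicate inhibition of at least 70% and a set share of replicates each scoring 70 or more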;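 also: 0% = median of neutral control wells and 100% = median of positive control wells; values of inactives mirror those of a sister screen read the other way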
# dFosB activator: activators of delta FosB homodimer, primary screen, biochemical, fluorescence polarization, TAMRA-CDK5 oligo, single point. activation, % at 25 µM. purified delta FosB; percent of positive-control signal above neutral wells. AID 493131, 2011. Protein FosB (Mus musculus), P13346. 340,000 compounds, 0.99% hits;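 active = mean activation above about 17%, with every replicate also reaching it, limit read from the data, passing the limit was not always enough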;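 also: fluorescence polarization rise as delta FosB binds a TAMRA Cdk5 AP-1 oligo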
# NSD2 inh: NSD2 histone methyltransferase inhibitors, primary screen, biochemical, AlphaScreen, single concentration, set 2; Histone-lysine N-methyltransferase NSD2 (Homo sapiens), O96028; AID 743445, 2014; NSD2 peptide methylation, 120 min; inhibition, % at 12.5 µM; 310,000 compounds, 0.54% hits; in the data active = inhibition above about 50%
# Wnt act: Wnt/beta-catenin pathway activators, primary screen, cell-based, plate reader, single point. Wnt/beta-catenin reporter cell assay, activator. activation, % at 9.35 µM. 300,000 compounds, 1.2% hits; in the data active = activation above about 30%, passing the limit was not always enough;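 also: 0% = neutral control wells and 100% = positive control wells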
# HTR5A inv ag: HTR5A inverse agonists in luminescence cell assay, primary screen, counter-screen for OPRM1-OPRD1 heterodimer inverse agonist project, full-deck HTS. 5-hydroxytryptamine receptor 5A (Homo sapiens), P47898. HTR5A cell line, inverse agonism. inhibition, % at 9.3 µM. 340,000 compounds, 0.083% hits. AID 504634, 2011; in the data active = inhibition mostly above about 23%, no sharp cut-off; inactive = mostly below about 18%;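 also: 0% = cells with DMSO and 100% = no-cell wells with DMSO; some compounds called inactive have numbers as strong as hits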
# The depositor's hits bear a star; nt = not tested or not shown.
# Values in the order: dFosB activator	CDK5 inh	SR-BI DiI inh	HTR5A ag	NSD2 inh	V-ATPase pHluor	PvdQ inh	HTR5A inv ag	Wnt act	MITF TRPM1 HTS
COc1cc(C(=O)OCC(=O)N2CCCCCC2)c([N+](=O)[O-])cc1OC
  -8	-1.2	4	4	-1	-3	-8	6	-2	1
CCC(C)NC(=O)Cn1cnc2sc(C)c(S(=O)(=O)N3CCCCC3)c2c1=O (stereo not given)
  -9	0.5	-12	1	-3	-1	-14	-20	1	-2
NC(=O)c1ccc(NC(=O)Nc2ccc3c(c2)OCO3)cc1
  4	1.7	-19	2	-2	-4	-6	-10	16	28
COC(=O)CC(c1ccccc1F)N1Cc2ccccc2C1=O (stereo not given)
  -7	3.8	-17	-1	1	-3	7	3	0	1
COc1cccc(C=NCCNC(=O)c2nonc2N)c1O
  -8	-2.9	-6	2	3	1	-7	-1	-6	-7
COc1ccc(/C=C/C(=O)O/N=C(\N)c2ccccc2)cc1OC
  0	-0.2	21	2	-3	4	2	11	46*	40
O=C(COC(=O)c1cc(Br)ccc1O)NC1CCCCCC1
  6	0.9	-27	1	-1	4	-15	-3	0	0
COc1ccc2c(c1OC)C(=O)NC(C)=C(C(=O)OC(C)(C)C)C2O (stereo not given)
  1	0.8	-1	-3	2	-2	2	-12	-18	-6
Cc1cc(NC(=O)c2ccccc2)no1
  -5	0.3	-31	0	-3	4	12	-2	6	56
CCN(CC)C(=O)NC(c1ccc(C)c(F)c1)C(Cl)(Cl)Cl (stereo not given)
  -7	3.4	-25	2	1	1	-7	-32	-20	1
CCCCOc1ccc(NC(=O)C2OC3OC(C)(C)OC3C3OC(C)(C)OC23)cc1 (stereo not given)
  -7	-0.7	-20	-1	0	-3	-2	11	-4	-9
COc1ccc(C2C(C(=O)N3CCOCC3)=C(C)NC3=C2C(=O)CC(C)(C)C3)cc1O (stereo not given)
  0	0.2	-23	-1	nt	-2	-4	19	nt	7
COc1ccc(CNC(=O)[C@H](C)NC(=O)C2CCN(C(=O)[C@H](CCSC)NC(=O)OC(C)(C)C)CC2)cc1
  -8	1.0	-11	3	nt	4	-9	9	-1	-4
CCOC(=O)c1ccc(NC(=O)c2nc(SC)ncc2Cl)cc1
  3	0.8	16	-1	1	3	0	2	-1	4
O=C(OCC(=O)N1CCc2ccccc21)c1cc(S(=O)(=O)N2CCOCC2)ccc1F
  -2	0.0	11	0	-1	-2	6	-11	0	0
COc1ccc(C2c3c(oc4ccccc4c3=O)C(=O)N2c2ccc(C)cn2)cc1OC (stereo not given)
  -4	-3.3	-9	-8	nt	-2	-10	23	-3	-3
CCc1ccc(NC(=O)C(C)Oc2nnc(-c3cccs3)c(-c3cccs3)n2)cc1 (stereo not given)
  -15	1.7	24	0	0	-1	7	0	-4	1
O=C1Nc2ccccc2C(=O)N2CCCCC12 (stereo not given)
  -7	0.1	-26	3	-3	2	-14	-9	0	-11
O=C(O)c1cccc(CSc2nnc(-c3ccco3)o2)c1
  -3	-0.5	-38	1	0	1	-11	1	nt	-3
CCc1nc2ccccc2n1CC(O)COCC1CC=CCC1 (stereo not given)
  -13	-0.7	2	0	2	-2	-9	-10	-1	9
COc1ccc(S(=O)(=O)N2CCN(C(=O)N3CCOCC3)C2C)cc1 (stereo not given)
  -1	-0.1	nt	-5	0	-3	-6	1	1	-2
O=C1CN(C(=O)COC(=O)/C=C/c2ccco2)c2ccccc2N1
  -10	0.1	-9	8	9	0	-4	-22	-2	4
COc1cccc(NC(=O)Nc2nc(SC(C)(C)C)ns2)c1
  1	4.7	45	4	-3	0	-5	-15	0	nt
N#Cc1c2n(c3c(=O)n(Cc4ccc(Cl)cc4)cnc13)CCCC2
  -8	1.1	10	3	1	2	-9	-3	-3	-5
COc1ccc(OC)c(NC(=O)C2CCN(c3nc(C)cc(C)n3)CC2)c1
  -5	0.5	17	-1	6	6	-15	-13	-5	nt
C=CCn1c(COc2ccc(CC)cc2)nnc1SCC(=O)N(C)C1CCS(=O)(=O)C1 (stereo not given)
  -5	0.0	-3	1	-1	-2	5	2	0	-9
CCOC(=O)c1ccc(Oc2cc(C)nc(SC)n2)cc1
  -4	0.5	15	-3	-8	-2	-3	-20	nt	nt
O=C(O)CCC(=O)NNC(=O)c1ccc(-c2ccccc2)cc1
  -8	-2.4	-11	-1	-2	9	-7	-6	0	-10
COc1cc2c(cc1OC)CN(C(=O)COc1ccc(C#N)cc1)CC2
  -11	-0.6	-2	-1	-2	3	2	28	nt	-3
O=C1CC(c2ccc(Cl)cc2)c2c(O)cc(O)cc2O1 (stereo not given)
  -7	-1.2	-20	-1	15	1	-17	4	2	-6
CC(NC(=O)c1ccco1)C(c1cccs1)N1CCOCC1 (stereo not given)
  -1	-2.0	-11	6	nt	4	-13	-19	1	-4
COc1ccc(CNC(=O)Cc2c(C(=O)O)[nH]c3ccccc23)cc1
  1	0.1	-8	10	1	-2	-11	-22	nt	6
CNC(=O)c1ccc(-c2ccc(Cl)c(Cl)c2)s1
  21*	-0.6	8	6	0	1	8	-15	28	46
Cc1ccc(C(=O)NCC(=O)NC2CCCC2)cc1
  -10	1.8	-14	2	-2	0	-14	25	2	-1
Cc1ccc(C(=O)COC(=O)c2cccs2)cc1
  4	2.9	-5	0	-2	2	-5	3	52*	57
COC(=O)[C@@H](NC(=O)NCc1ccc(F)cc1)C(C)C
  -3	-0.1	-25	1	0	0	-8	-24	0	-11
CN(C)C(=O)NC1C=CS(=O)(=O)C1 (stereo not given)
  0	-0.9	6	-1	-3	-2	3	-7	0	6
O=C(Cn1c(=S)nc2ccccn21)N1CCc2ccccc2C1
  -2	-0.3	-5	-1	0	-3	-4	-17	18	22
Cc1ccccc1-c1cc(C(=O)NCc2ccc(OC(F)(F)F)cc2)nn1CC1CC(c2cccc([N+](=O)[O-])c2)=NO1 (stereo not given)
  1	1.6	12	6	nt	1	-2	-16	-3	-1
Cn1c(SCC(=O)Nc2ccc(Cl)cc2)nnc1C1CC1
  5	1.9	-5	3	4	1	2	15	-2	5
COc1ccc(OCC(=O)N2CCN(C(=O)Cc3ccccc3)CC2)cc1
  4	0.1	16	-1	-1	-3	7	-14	nt	nt
CCC(C)c1ccc(NC(=O)NCc2cccnc2)cc1 (stereo not given)
  -1	-5.0	-1	1	1	2	-17	-3	3	5
O=C(/C=C/c1c(Cl)cccc1Cl)Nc1ccncc1
  -17	1.2	28	9	-1	0	-6	-24	10	88*
CCOC(=O)C1CCN(C(=O)c2cc3cc(Br)ccc3oc2=O)CC1
  4	-1.4	-6	-5	-39	2	-1	11	-1	-1
Cc1ccccc1CSc1ccc(-c2ccc3c(c2)OCO3)nn1
  0	0.5	-10	-2	-3	-3	-10	-11	14	55
CC(=O)c1ccc(N2CCN(C(=O)COc3ccc4c(c3)CCC4)CC2)cc1
  -2	-3.5	35	3	1	2	-6	12	1	-15
O=C(Nc1ccc(Cl)cc1)Nc1nnc(CSc2ccc(Cl)cc2)s1
  -7	-0.4	-13	2	1	-2	-14	-2	-9	8
Cc1oc(CC(C)C)c(CN)c1C(=O)O
  -6	1.7	-21	5	nt	-1	5	-13	-3	2
COc1ccc(C)cc1NC(=O)COC(=O)C1CCN(C(=O)c2ccc(Cl)cc2)CC1
  -6	-0.3	12	6	1	1	-8	-13	-1	-11
O=C(COC(=O)Cc1c(Cl)cccc1Cl)NCc1ccco1
  -11	0.0	-19	3	3	-1	-9	0	0	10
Cc1ccc(S(=O)(=O)C2(C(=O)NC3CCCC3)CC2)cc1
  -3	1.1	4	9	23	0	-10	-9	nt	11
C[C@]12c3[nH]c4ccc(Cl)cc4c3CCN1C(=O)[C@@H](CC(=O)NCC13CC4CC(CC(C4)C1)C3)C[C@@H]2C(=O)N1CCCCC1
  1	-2.4	16	-2	nt	1	4	7	-3	-2
CC[C@@H](C)[C@@H]1CN([C@@H](CN2CCC[C@H]2CN2C(N)=NC[C@@H]2Cc2ccccc2)C(C)C)C(=N)N1CCCC1CCCC1
  2	3.5	47	-3	nt	5	-18	5	nt	8
O=C(O)c1cccc(NC(=O)c2cn(-c3ccccc3)nc2-c2ccc(F)cc2)c1
  -13	1.2	nt	1	-11	-2	-11	4	-3	2
Cc1cc(C)nc(SCc2cn3c(C)cc(C)nc3n2)n1
  -5	0.3	8	4	-3	-6	-4	10	3	-16
CC(=O)N1CCCC(C(=O)c2ccc(Oc3ccccc3)cc2)C1 (stereo not given)
  -9	0.7	-12	4	-2	1	-4	-15	-1	27
COc1ccc(Br)cc1S(=O)(=O)N1CCN=C1C
  -4	-0.2	-3	2	0	-3	0	-1	nt	-3
Cc1ccc(S(=O)(=O)N2CCN(S(=O)(=O)N3CCOCC3)CC2)cc1C
  1	-0.9	-7	-2	1	2	5	-12	nt	5
Cc1nc2c(C(=O)N3CCCC3)cnn2c(C)c1Cc1c(F)cccc1Cl
  0	3.5	0	2	0	3	1	-26	nt	-8
c1ccc(-n2cc(CN3CCCC(CN4CCCC4)C3)c(-c3ccc4c(c3)OCO4)n2)cc1 (stereo not given)
  27*	-0.9	-6	2	10	3	-10	-17	nt	-2

# (list continues)
# Values in the order: dFosB activator	CDK5 inh	SR-BI DiI inh	HTR5A ag	NSD2 inh	V-ATPase pHluor	PvdQ inh	HTR5A inv ag	Wnt act	MITF TRPM1 HTS
Cc1ccc(S(=O)(=O)NCCC(=O)OCC(=O)N(C)c2ccccc2)cc1
  1	-1.8	0	-3	-2	1	-16	8	0	-2
C=C(C)C(COc1c2occc2cc2ccc(=O)oc12)OC(C)(C)C(O)COc1c2occc2cc2ccc(=O)oc12 (stereo not given)
  -2	0.2	-8	2	nt	5	5	-9	-5	nt
NC(=S)N=Nc1c(O)[nH]c2ccc(F)cc12
  -2	nt	10	-2	-2	-2	-16	4	-2	8
CCOC(=O)c1c(NC(=O)CSc2nncn2C)sc(C)c1C
  -1	-1.5	-16	-4	0	-2	-8	13	nt	10
Cc1cc(NCCCOC(C)C)n2c(nc3ccccc32)c1C#N
  -11	2.0	7	1	-4	1	-31	-4	-1	5
CCOC(=O)C(C)c1c(C)[nH]c(=S)[nH]c1=O (stereo not given)
  -4	-0.5	-6	-3	-9	0	8	6	nt	3
COc1ccc(C2C(C#N)=C(N)Oc3cc4c(cc32)OCO4)cc1 (stereo not given)
  -3	2.1	5	4	0	-2	10	-2	nt	-8
